# Pf growth 96h – Primary qHTS for delayed death inhibitors of the malarial parasite plastid, 96 hour incubation. Potency, µM (titrated, usually from 28.7 µM), inactives show at the top dose activity change, negative = inhibition, most hits filed as inhibitors. 6.9% of 320,000 active. P. falciparum luciferase reporter growth, 96 h
#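 Cell-based qHTS: luciferase-tagged P. falciparum in erythrocytes (2% hematocrit, 0.05% parasitemia final) incubated with compounds for 96 hours, 37 C, 5% CO2; luciferase detection reagent then added and luminescence measured.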
# Sm TGR inh – qHTS Assay for the Inhibitors of Schistosoma Mansoni Peroxiredoxins. Schistosoma mansoni thioredoxin glutathione reductase (TGR), Q962Y6. purified TGR, DTNB reduction, TNB absorbance 405 nm. Potency, µM (highest dose often 114 µM), inactives show at the highest dose activity change, negative = inhibition, hits mostly inhibitors. 3% of 360,000 active. AID 485364, 2010; further: nearly all actives have a fitted effect of over 60% in size
#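 Kinetic colorimetric format: TGR-catalysed, NADPH-driven DTNB reduction monitored via TNB absorbance. Enzyme dispensed at 20 nM; compound exposure 15 min at room temperature before reaction start.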
# Pf growth 48h – Primary qHTS for delayed death inhibitors of the malarial parasite plastid, 48 hour incubation | P. falciparum luciferase growth in erythrocytes, 48 h | 5.9% of 310,000 active | Potency, µM (highest dose often 28.7 µM), without a hit: at the highest dose activity change, negative = inhibition, usual class: inhibitors
#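 A one-generation exposure of luciferase-tagged malaria parasites in RPMI 1640/Albumax erythrocyte culture, 37 C and 5% CO2. Inhibition is inferred from decreased luminescence after adding detection reagent.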
# HCV inhibitor – qHTS Assay for Inhibitors of Hepatitis C Virus (HCV) | Potency, µM (top dose mostly 41.8 µM), inactives show top-dose activity change, negative = inhibition, hits mostly inhibitors | Huh7.5.1 HCVcc-Cre infection, luciferase reporter, 44 h | 3.4% of 340,000 active
#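 A cell-based infection assay in which seeded cells (1,000 per well) receive test compound after 4 h, are inoculated with HCVcc-Cre at approximately 0.5 moi, and are incubated 44 h before luminescence detection.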
# LmPK inhibitor – qHTS Assay for Inhibitors of Leishmania Mexicana Pyruvate Kinase (LmPK) | purified LmPK, Kinase-Glo ATP luminescence, 1 h | Potency, µM (top dose mostly 57.5 µM), for inactives: at the top dose activity change, negative = inhibition, actives largely listed as inhibitors | 0.37% of 290,000 active | AID 1721, 2009
# Target sequence (Q27686 whole entry, looked up): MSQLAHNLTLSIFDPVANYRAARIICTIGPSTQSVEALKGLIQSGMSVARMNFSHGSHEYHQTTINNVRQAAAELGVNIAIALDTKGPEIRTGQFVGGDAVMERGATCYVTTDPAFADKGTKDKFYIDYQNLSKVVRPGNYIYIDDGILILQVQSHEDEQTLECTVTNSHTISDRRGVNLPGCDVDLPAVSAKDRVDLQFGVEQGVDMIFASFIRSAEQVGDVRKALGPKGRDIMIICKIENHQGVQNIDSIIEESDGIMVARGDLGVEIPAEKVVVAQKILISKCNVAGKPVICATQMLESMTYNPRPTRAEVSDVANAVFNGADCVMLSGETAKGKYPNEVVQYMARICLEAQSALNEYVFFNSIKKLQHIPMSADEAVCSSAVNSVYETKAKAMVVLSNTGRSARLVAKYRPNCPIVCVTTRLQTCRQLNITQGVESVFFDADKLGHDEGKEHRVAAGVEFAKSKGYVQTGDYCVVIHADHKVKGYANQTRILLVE
#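 Purified LmPK (0.1 nM) with 0.5 mM PEP and 0.1 mM ADP in imidazole buffer pH 7.2 with MgCl2/KCl, 1 h at room temperature. ATP formed was read by luciferase luminescence and normalized to no-enzyme and uninhibited controls.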
# Tb PYK inh – qHTS of Trypanosoma Brucei Inhibitors | TbPYK enzyme, Kinase-Glo Plus ATP luminescence, 45 min | Potency, µM (top dose mostly 76.8 µM), inactives show at the top dose activity, negative = inhibition, hits mostly inhibitors | 0.12% of 410,000 active; further: nearly all actives have a fitted effect of over 50% in size
#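 In this concentration-response screen, enzyme-free wells defined baseline while DMSO plates tracked drift. Each reaction combined TbPYK, substrate, compound and 130 uM ADP for 45 min at room temperature. Kinase-Glo Plus luminescence gave the signal.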
# * hit, by the source's call; ? = inconclusive; nt = not tested or not shown; & = joins results of further samples; [ ] = dose if it differs, or a comment. The call rests on the fitted dose curve; in most records, active means well fitted curve in the direction sought with a large enough effect; inconclusive means small, poorly fitted or top-dose-only effect, or another doubt; inactive means no such curve, though single readings can be large; an effect the other way counts as inactive or inconclusive. On the % scale 0 is the no-effect control and ±100 the full control effect; potency means the concentration at half of the fitted maximal effect. Rows were taken by chance; any-hit rate near 16%.
# Every second line gives: Pf growth 96h	Sm TGR inh	Pf growth 48h	HCV inhibitor	LmPK inhibitor	Tb PYK inh
CC1(C)CC(CC(=O)Nc2ccccc2[N+](=O)[O-])C(=O)O1 (configuration not stated)
 : ?	9.9%	26.8%	9.4%	-1.4%	9.1%
COC(=O)Cc1c(C)c2ccc(OCC(=O)N3CCOCC3)cc2oc1=O
 : 59.0%[activator]	-5.0%	2.3%	0.4%	-9.5%	-5.9%
COc1ccc(C(C(=O)NC2CCCCC2)N(C(=O)CCl)c2ccc(OC)cc2)cc1 (configuration not stated)
 : 9.28µM*	-21.7%	-17.4%	1µM*	-0.6%	-4.0%
CCn1c(SCC(=O)Nc2ccc3[nH]c(=O)[nH]c3c2)nnc1-c1ccccc1
 : -6.8%	-14.5%	-8.8%	1.9%	-9.8%	-21.7%
CC12C=CC(=O)C=C1[C@@H](F)CC1C2C(O)CC2(C)C1CC[C@]2(O)C(=O)CO (some centres not stated)
 : ?	nt	-18.7%	nt	nt	2.4%
CCC1CCCCN1C(=O)CSc1nc(N)c(NC(=O)c2ccco2)c(=O)[nH]1 (configuration not stated)
 : 5.4%	-11.2%	-14.7%	5.4%	-3.0%	3.4%
Clc1ccc(OCc2nnc3n2N=C(c2ccc4c(c2)OCCO4)CS3)c(Cl)c1
 : 18.4%	6.8%	?	?	2.5%	nt
O=C(NCC1CCCO1)Nc1cccc(Cl)c1 (configuration not stated)
 : nt	2.1%	52.4%[activator]	11.9%	-5.2%	5.5%
c1coc(-c2nc(-c3ccco3)c(-c3ccco3)nc2-c2ccco2)c1
 : 103.5%[activator]	0.708µM*	-20.0%	-1.0%	16.1%	-11.9%
CCCCn1c(N)c(N(CCOC)C(=O)c2sc3cc(F)ccc3c2Cl)c(=O)[nH]c1=O
 : 1.9%	-0.6%	?	?	nt	-2.4%
CCOC(=O)c1cnn(-c2ccccc2)c1-n1cccc1
 : nt	6.7%	-1.8%	?	5.4%	4.0%
C/C(CC(=O)Nc1ccc(Br)cc1)=N\NC(=O)Cc1csc(N)n1
 : 0.0%	11.3%	29.2%	4.0%	3.6%	2.6%
CCOCCOC(=O)C1=C(C)NC2=C(C(=O)CC(c3cccs3)C2)C1c1ccsc1 (configuration not stated)
 : 7.1%	-2.6%	?	?	6.2%	-5.1%
O=C(N/N=C/c1ccccc1Cl)c1[nH]c2ccc(Br)cc2c1-c1ccccc1
 : ?	-9.7%	4.0%	3.98µM*	-0.6%	0.1%
Cc1c(C)n(C)c2ccc(C(=O)NCCCN(C)C3CCCCC3)cc12
 : ?	-2.4%	0.0%	-19.5%	8.8%	-2.8%

# Later entries.
# Every second line gives: Pf growth 96h	Sm TGR inh	Pf growth 48h	HCV inhibitor	LmPK inhibitor	Tb PYK inh
CCc1cccc(C)c1NC(=S)NCCc1c(C)[nH]c2ccc(C)cc12
 : 14.7µM*	-8.0%	?	35.5µM*	1.2%	0.6%
COc1ccc(OCCN2C(=O)NC(C)(c3ccc(C)cc3)C2=O)cc1 (configuration not stated)
 : ?	1.2%	?	-7.5%	7.5%	-2.4%
COc1cc(CNC(C)C23CC4CC(CC(C4)C2)C3)cc(OC)c1OC (configuration not stated)
 : ?	0.0%	11.7µM*	-4.0%	-3.1%	2.3%
Cc1ccccc1C(=O)NCC(=O)NNC(=S)NC(=O)c1ccccc1
 : 41.9%[activator]	-12.1%	14.3%	18.3%	-2.2%	-26.2%
Cc1ccc(-c2csc(N(CCCN3CCOCC3)C(=O)c3ccco3)n2)cc1
 : 0.4%	21.6%	?	11.2µM*	0.6%	0.9%
CC1CCCN(S(=O)(=O)c2ccc(NC(=O)[C@@H]3CCCN3C(=O)c3cccs3)cc2)C1 (some centres not stated)
 : ?	-15.1%	?	?	nt	-11.2%
CC(C)OCCCNC(=O)C1CCC(=O)N1C(C)C (configuration not stated)
 : ?	0.0%	4.3%	-3.3%	1.3%	3.8%
COc1ccc(/C=C(\NC(=O)c2ccc(C)cc2)C(=O)NCCCN2CCOCC2)cc1OC
 : -6.6%	-14.7%	8.5%	18.6%	4.0%	4.5%
Cc1cccc(Nc2ccccc2C(=O)OCC(=O)NCc2ccco2)c1C
 : 11.7µM*	-24.7%	?	-16.1%	0.4%	-1.5%
Cc1[nH]n(S(=O)(=O)Cc2ccccc2)c(=O)c1N=Nc1ccccc1Cl
 : ?	-3.1%	9.7%	7.7%	0.1%[11.5 µM]	-5.4%
CCOc1c(C=C(C#N)C#N)c2ccccc2n1CC
 : -21.3%	28.2µM*	-16.8%	?	-0.7%	-10.5%
Cc1nnc(SC(C(=O)c2ccccc2)c2ccccc2)[nH]c1=O (configuration not stated)
 : 47.1%[activator]	6.5%	?	2.2%	6.1%	-4.5%
CCCCNc1nnc(CCn2nc(C)c(Br)c2C)s1
 : ?	-4.0%	-5.5%	23.0%	-1.7%	-2.2%
COC(=O)C1=C(c2cccc3c2S(=O)(=O)c2ccccc2-3)C[C@@H]2CC[C@H]1N2C(=O)N1CCOCC1
 : 6.57µM*	-12.7%	10.4µM*	-1.1%	nt	1.3%
O=C(CC1C(=O)NCCN1C(=O)Nc1ccccc1)Nc1cc(Cl)cc(Cl)c1 (configuration not stated)
 : -9.6%	-16.7%	24.4%	-1.6%	5.0%	-6.3%

# Taken from above.
# For Tb PYK inh, CCc1cccc(C)c1NC(=S)NCCc1c(C)[nH]c2ccc(C)cc12 has the entry 0.6%
# For Pf growth 48h, CC1(C)CC(CC(=O)Nc2ccccc2[N+](=O)[O-])C(=O)O1 (configuration not stated) has the entry 26.8%
# For Sm TGR inh, COc1cc(CNC(C)C23CC4CC(CC(C4)C2)C3)cc(OC)c1OC (configuration not stated) has the entry 0.0%

# New compounds follow.
Molecule	Pf growth 96h	Sm TGR inh	Pf growth 48h	HCV inhibitor	LmPK inhibitor	Tb PYK inh
Cc1cccc2sc(NC(=O)C3CC3)nc12	32.3%	1.6%	30.9%[activator]	-21.9%	-5.6%	-3.8%
COc1ccccc1NC(=O)N1CCCC1C(=O)NCc1ccc2c(c1)OCO2 (configuration not stated)	nt	6.6%	3.9%	18.0%	-4.8%	-6.1%
CCc1nn(CCCC(=O)N2CCN(c3ccc(OC)cc3)CC2)c(=O)c2cc3occc3n12	20.9%	0.5%&-15.3%	?	?	-2.2%	0.7%&-1.5%
Fc1ccc(CNc2nc3ccccc3n3cnnc23)cc1	145.6%[activator]	0.0%	nt	8.7%	9.5%	-3.1%
CCCCNC(=S)Nc1ccccc1F	13.4%	-15.4%	13.0%	-10.3%	2.4%	1.2%
Cc1ccc(C(=O)Nc2ccccc2OC(F)F)cc1	29.2%	-0.9%	nt	-22.9%	-11.6%	-0.1%
Cc1ccc(CC(=O)Nc2nc3c(s2)CCCC3)cc1	nt	-15.6%	49.1%[activator]	-25.1%	-11.2%	1.3%
CC(O)[C@H]1CNCCN1CCc1cccc2ccccc12 (some centres not stated)	18.5%	-34.7%	?	-10.9%	nt	-6.2%
CC1(C)CC(=O)C2=C(C1)c1c(ccc3ncccc13)NC2c1cccs1 (configuration not stated)	25.3%	1.2%	?	?	1.2%	0.4%
CCc1nnc(NC(=O)CSc2nnc(Cc3ccccc3)n2-c2ccccc2)s1	?	-6.6%	13.4%	1.5%	5.6%	-2.4%
COCCn1c(C)cc(C(=O)CSc2ccc(NC(C)=O)cc2)c1C	101.6%[activator]	?	91.9%[activator]	-5.6%	2.2%	-8.4%
O=C(NCCN1C(=O)S/C(=C\c2ccccc2F)C1=O)C1CC(=O)N(Cc2ccccc2)C1 (configuration not stated)	?	-7.5%	?	?	nt	-0.6%
Cc1ccc(OCC(=O)NC(=S)Nc2ccc(Br)cn2)cc1	-9.6%	0.1%	14.6%	9.3%	9.0%	-28.8%
O=C(NCc1cccnc1)C(=O)Nc1cc2c3c(c1)CC(=O)N3CCC2	?	-4.1%	-3.9%	19.7%	nt	5.2%
COc1ccc(CC(=O)NC(C)c2nnc(SCCC(=O)Nc3ccccc3)n2C)cc1 (configuration not stated)	?	17.6%	-11.5%	4.6%	0.2%	0.0%
CCn1c(CNc2ccc(F)cc2)nnc1SCC(=O)Nc1ccc(OC)cc1OC	nt	-3.0%	0.0%	-2.0%	7.1%	0.7%
O=C(CNC(=O)c1ccc(N2C(=O)c3ccccc3C2=O)cc1)OCC(=O)c1ccc(Cl)cc1	?	-15.6%	16.8%	18.1%	-4.0%	0.9%
CCc1cc2c(=O)c(-c3nc4ccccc4n3C)c(COCC(=O)O)oc2cc1O	-21.9%	11.8%	-16.4%	29.1%	1.6%	0.5%
CCc1ccc(-c2nc(NC(=O)c3ccc(OCC(=O)Nc4ccc(F)cc4)c(OC)c3)sc2C)cc1	?	-3.6%	-9.4%	?	5.3%	-12.3%
CC(C)(C)NC(=O)CN(C(=O)CCC(=O)Nc1nccs1)c1cccc(C(F)(F)F)c1	?	-2.2%	?	-4.2%	-6.6%	0.7%
COc1ccc(S(=O)(=O)N2CCNC(=O)CC2)cc1	-25.4%	3.1%	21.6%	6.1%	-13.7%	2.4%
COC(=O)[C@@]1(Cc2ccc(OC)cc2)[C@H]2c3cc(C(=O)N4CCCC4)n(Cc4ccc(C)o4)c3C[C@H]2CN1C(=O)c1ccccc1	2.08µM*	-11.1%	?	4.6%[8.37 µM]	-3.9%	nt
O=C(CSc1ncccn1)NC(=O)Nc1ccc2c(c1)OCCO2	94.6%[activator]	5.8%	154.8%[activator]	9.8%	-5.5%	-1.3%
CCOC(=O)Cc1csc(NC(=O)c2ccc3c(c2)OCO3)n1	?	-3.4%	14.9%	-30.8%	-15.4%	0.1%
Cc1nnc(-c2cnn(C)c2N)n1Cc1ccccc1F	nt	-8.7%	-7.3%	12.0%	-7.3%	-3.7%

# The results go on.
Molecule	Pf growth 96h	Sm TGR inh	Pf growth 48h	HCV inhibitor	LmPK inhibitor	Tb PYK inh
C/C(=N\Nc1ccc(Cl)c(C(=O)O)c1)c1ccc(N2CCOCC2)cc1	2.0%	?	38.3%[activator]	-8.1%	0.0%	-9.2%
Cc1cc(C)cc(NC(=O)COC(=O)c2ccc(CN3CCCC3=O)cc2)c1	-14.3%	-2.2%	-12.1%	?	nt	-6.3%
CN1CCN(/N=C/c2c(O)n(C)c(=O)n(C)c2=O)CC1	?	4.3%[57.1 µM]	0.0%	16.8%	-11.4%	-0.9%
Cc1c(C(=O)N(C)Cc2cccc(F)c2)oc2c(Cl)cccc12	?	1.5%	-0.8%	-16.0%	-1.6%	2.6%
CCCN(C(=O)/C=C/c1nc2ccccc2s1)C1CCS(=O)(=O)C1 (configuration not stated)	?	-12.2%	?	5.4%	nt	-8.2%
O=C(N/N=C/c1ccc(OC(=O)c2ccccc2)cc1)c1cccc(O)c1	-13.4%	-7.8%	?	9.3%	6.0%	7.2%
O=C(Cc1ccc([N+](=O)[O-])cc1)Nc1nnc(C2CC2)s1	31.2%[activator]	-6.6%	20.1%	3.8%	2.0%	0.5%

# Sorted by SMILES length (falling): three of the compounds above.
Molecule	Pf growth 96h	Sm TGR inh	Pf growth 48h	HCV inhibitor	LmPK inhibitor	Tb PYK inh
Cc1cc(C)cc(NC(=O)COC(=O)c2ccc(CN3CCCC3=O)cc2)c1	-14.3%	-2.2%	-12.1%	?	nt	-6.3%
Cc1c(C(=O)N(C)Cc2cccc(F)c2)oc2c(Cl)cccc12	?	1.5%	-0.8%	-16.0%	-1.6%	2.6%
CN1CCN(/N=C/c2c(O)n(C)c(=O)n(C)c2=O)CC1	?	4.3%[57.1 µM]	0.0%	16.8%	-11.4%	-0.9%
